# Source: PubChem
# p53 reactivation: qHTS assay for re-activators of p53 using a Luc reporter; H1299 p53-A138V BP100-luciferase reporter, luminescence, 24 h; Potency, µM (series often up to 92.2 µM), for the others: top-dose activity change, positive = activation, actives largely listed as activators; hit rate 0.063% among 320,000; AID 504706, 2011; further: potency means the concentration at half of the fitted maximal effect; % of control where 0% means no effect; nearly all actives have a fitted effect of over 45% in size
#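 H1299 (p53-null), stable ts p53-A138V + BP100-Luc; 1000 cells/well, Opti-MEM/10% FBS; cpd 4 pt, 1:5; 24 h, 37 deg C, 5% CO2; detection reagent 10 min RT; luminescence.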
# TRPV1 agonist: HTS Assay for Compounds that Act as Agonists of the Vanilloid Receptor 1; Transient receptor potential cation channel subfamily V member 1 (Homo sapiens), Q8NER1; TRPV1-expressing cells, Fluo-8 calcium influx, agonist mode; activation, % at 8.33 µM; hit rate 0.19% among 320,000; in the data active means activation above about 80%; inconclusive means between about 30% and that limit; further: 0% is about no effect
#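 TRPV1-expressing cells were cultured overnight at 35.5C and loaded with Fluo-8 calcium dye for 40 to 90 min at room temperature. After a 10 s baseline, compound was added and calcium influx was read kinetically for 3 min (ex 480/em 520 nm).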
# uPA surface inh: qHTS for Inhibitors of Cell Surface uPA Generation; Potency, µM (doses to about 38.3 µM), for inactives: at the highest dose activity change, negative = inhibition, actives largely listed as inhibitors; AID 540303, 2011; cell surface uPA generation assay, qHTS; hit rate 0.31% among 330,000; active means well fitted inhibition curve with a large enough effect; inconclusive means small, poorly fitted or top-dose-only effect; inactive means no such curve, though single readings can be large or run the other way; tested in mouse RAW 264.7 cells; further: potency means the concentration at half of the fitted maximal effect; on the % scale 0 is the no-effect control and ±100 the full control effect; nearly all actives have a fitted effect of over 55% in size
# Eya2 inh: qHTS Assay for Inhibitors of the Phosphatase Activity of Eya2; recombinant Eya2, OMFP fluorescence dephosphorylation (OMFP is methylfluorescein phosphate); Protein phosphatase EYA2 (Homo sapiens), O00167; hit rate 0.006% among 330,000; Potency, µM (titrated, usually from 76.9 µM), inactives show at the top dose activity, negative = inhibition, hits mostly inhibitors; AID 488837, 2010; further: potency means the concentration at half of the fitted maximal effect; on the % scale 0 is the no-effect control and ±100 the full control effect
#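 Eya2 protein (added as 0.2 uM solution) was preincubated with compound for 10 min at ambient temperature in 50 mM HEPES pH 7.5, 50 mM NaCl, 5 uM MgCl2, 0.05% BSA, 1 mM DTT. OMFP (added at 50 uM) then reacted 10 min; fluorescence read at 485/525 nm.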
# ASM inhibitor: Inhibitors of Secretory Acid Sphingomyelinase (S-ASM): qHTS; Sphingomyelin phosphodiesterase (Homo sapiens), P17405; placental ASM, HMU-PC fluorogenic substrate, 60 min; hit rate 0.006% among 340,000; Potency, µM (highest dose often 57.5 µM), without a hit: top-dose activity change, negative = inhibition, most hits filed as inhibitors; AID 504937, 2011; further: potency means the concentration at half of the fitted maximal effect
# Target sequence (P17405 47-631 limits assumed): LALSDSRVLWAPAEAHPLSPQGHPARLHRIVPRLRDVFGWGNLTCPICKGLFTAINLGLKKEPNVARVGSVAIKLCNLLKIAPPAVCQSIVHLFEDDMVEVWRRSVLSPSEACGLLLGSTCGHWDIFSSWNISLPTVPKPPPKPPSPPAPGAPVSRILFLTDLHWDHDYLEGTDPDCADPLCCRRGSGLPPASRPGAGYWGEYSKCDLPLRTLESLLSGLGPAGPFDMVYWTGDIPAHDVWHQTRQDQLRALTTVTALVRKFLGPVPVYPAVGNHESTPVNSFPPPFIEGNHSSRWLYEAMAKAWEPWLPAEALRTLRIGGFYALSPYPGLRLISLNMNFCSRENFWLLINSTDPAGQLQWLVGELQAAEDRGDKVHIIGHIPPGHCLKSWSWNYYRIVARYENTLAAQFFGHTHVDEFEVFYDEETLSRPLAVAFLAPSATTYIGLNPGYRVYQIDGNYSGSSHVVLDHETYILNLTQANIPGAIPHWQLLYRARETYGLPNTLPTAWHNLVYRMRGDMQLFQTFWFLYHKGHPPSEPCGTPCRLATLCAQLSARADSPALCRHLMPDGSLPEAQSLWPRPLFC
#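 Human placenta-derived ASM enzyme was preincubated with compound for 10 minutes at room temperature, then given fluorogenic substrate HMU-PC0 (9 uM final) for 60 minutes at 37 °C; a pH 10 stop preceded fluorescence reading at Ex 386/Em 447 nm.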
# PTAP TSG101 blk: qHTS Assay for Iinhibitors of HIV-1 Budding by Blocking the Interaction of PTAP/TSG101. Tumor susceptibility gene 101 protein (Homo sapiens), Q99816. Fluorescence polarization, FITC-PTAP peptide / Tsg101 binding. Potency, µM (highest dose often 115 µM), inactives show at the highest dose activity change, negative = inhibition, hits mostly inhibitors. 340,000 tested, under 10 active. AID 493005, 2010; active means well fitted inhibition curve with a large enough effect in the main read-out, with a control signal flat, not every such curve was filed as active; inconclusive means small, poorly fitted or top-dose-only effect, or effect the other way, or a change in a side signal; inactive means no such curve, though single readings can be large or run the other way; further: potency means the concentration at half of the fitted maximal effect; % of control where 0% means no effect
#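 FP read-out: FITC-PTAP peptide, 50 nM final, binding Tsg101 binding domain, 10 uM final; 20 min, r.t.; 10 mM HEPES pH 7.5, 0.15 M NaCl, 0.01% Tween 20, 3 mM EDTA, 0.1 mM TCEP.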
# a7 integrin act: qHTS for Activators of Integrin-Mediated Alleviation for Muscular Dystrophy | alpha7betagal myoblasts, beta-gal FDG fluorescence, 48 h | Potency, µM (doses to about 38.3 µM), inactives show top-dose activation, most hits filed as activators | hit rate 0.064% among 350,000;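 further: potency means the concentration at half of the fitted maximal effect; 100% = response of the positive control SU9516; nearly all actives have a fitted effect of over 60% in size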
#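 Alpha7betagal+/- myoblasts (passage 13) were plated 16-24 hr, then exposed to compounds (1:260 dilution of DMSO stock) for 48 hours at 37C. After MPER lysis, β-galactosidase reporter activity was read as FDG fluorescence (ex 480/em 540) after 30 minutes.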
# B2AR arrestin: qHTS assay of beta-arrestin-biased ligands of beta2-adrenergic receptor. AID 492947, 2010. beta-arrestin recruitment to beta2AR, cell-based reporter. Potency, µM (top dose mostly 46.1 µM), for inactives: at the highest dose activation, most hits filed as activators. hit rate 0.02% among 330,000;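 further: potency means the concentration at half of the fitted maximal effect; 0% = DMSO controls and full agonism = EC100 isoproterenol or metaproterenol; nearly all actives have a fitted effect of over 65% in size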
# Target sequence (P07550 whole entry, looked up): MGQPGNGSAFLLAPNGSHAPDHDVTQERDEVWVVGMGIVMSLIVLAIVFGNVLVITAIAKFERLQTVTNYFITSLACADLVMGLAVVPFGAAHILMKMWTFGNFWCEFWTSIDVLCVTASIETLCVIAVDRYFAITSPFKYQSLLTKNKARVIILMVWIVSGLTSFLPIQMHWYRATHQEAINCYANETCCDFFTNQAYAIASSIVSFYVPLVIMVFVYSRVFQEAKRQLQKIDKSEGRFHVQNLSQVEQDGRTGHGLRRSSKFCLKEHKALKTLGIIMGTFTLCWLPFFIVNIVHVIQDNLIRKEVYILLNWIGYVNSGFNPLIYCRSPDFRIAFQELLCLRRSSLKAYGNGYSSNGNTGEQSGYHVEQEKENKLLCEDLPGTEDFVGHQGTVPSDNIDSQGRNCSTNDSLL
# BRCA1 expr act: qHTS Assay to Identify Small Molecule Activators of BRCA1 Expression. MCF7-BRCA1-FFLuc reporter, luminescence, 48 h; response scale: scaled: vehicle 0%, 10 µM genistein 100%. Potency, µM (highest dose often 46.1 µM), inactives show at the highest dose activation, usual class: activators. hit rate 1.1% among 380,000; further: potency means the concentration at half of the fitted maximal effect; nearly all actives have a fitted effect of over 80% in size; some results filed as inactive show a strong effect at the top dose
#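 Luminescence from a BRCA1-driven firefly luciferase in MCF7 cells was read after 48 h compound exposure at 37 C. Data normalized against DMSO and a 10microM genistein activation control, then curve-fitted across the titration.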
# USP2a block: qHTS Assay for Inhibitors of Ubiquitin-specific Protease USP2a Using CHOP2 as the Reporter; Ubiquitin carboxyl-terminal hydrolase 2 (Homo sapiens), O75604; USP2 core, Ub-CHOP2 coupled fluorogenic reporter, 485/531; Potency, µM (highest dose often 38.3 µM), for inactives: at the top dose activity change, negative = inhibition, most hits filed as inhibitors; hit rate 0.01% among 330,000; AID 463254, 2010;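 further: potency means the concentration at half of the fitted maximal effect; plate controls were DMSO wells for no effect and full inhibition by NEM control for full effect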
#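 Deubiquitinase activity read as fluorescence (485/531 nm) after Ub-CHOP2 cleavage activates the enterokinase reporter on its substrate; USP2 core 10nM, Ub-CHOP2 and substrate 25nM each, 30min compound preincubation then 60min RT; data normalized to NEM, curves fitted.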
# ELG1 genotoxic: qHTS screen for small molecules that induce genotoxicity in human embryonic kidney (HEK293T) cells expressing luciferase-tagged ELG1 | HEK293T ELG1-luciferase reporter, luminescence, 16 h | Potency, µM (highest dose often 46 µM), without a hit: top-dose activity change, positive = activation, most hits filed as activators | hit rate 1.3% among 330,000 | AID 504466, 2011; further: potency means the concentration at half of the fitted maximal effect; % of control where 0% means no effect; nearly all actives have a fitted effect of over 60% in size
#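 HEK293T cells expressing luciferase-tagged ELG1 were treated with compound or DMSO for 16 hr at 37°C. Luciferase activity was then read after 30 min with ONE-Glo at room temperature; rising signal flags genetic stress.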
# * hit, by the source's call; u = inconclusive; x = not tested or not shown; [ ] = another dose, or the depositor's remark. Unless noted, the call rests on the fitted dose curve; in most records, active means well fitted curve in the direction sought with a large enough effect; inconclusive means small, poorly fitted or top-dose-only effect, or another doubt; inactive means no such curve, though single readings can be large; an effect the other way counts as inactive or inconclusive.
compound	p53 reactivation	TRPV1 agonist	uPA surface inh	Eya2 inh	ASM inhibitor	PTAP TSG101 blk	a7 integrin act	B2AR arrestin	BRCA1 expr act	USP2a block	ELG1 genotoxic
CC(C)CC(=O)NC(=S)Nc1ccc(NC(=O)c2cccs2)cc1	2%	-6	1%	-5%	-8%	-7%	2%	0.2%	7%	6%	-2%
Cc1nc(=O)c(-c2ccccc2)c(C)n1-c1ccccc1Cl	x	x	16%	x	-2%	0%	14%	x	-1%	x	x
N#CC(c1ccc(F)cc1)c1ccc(C(=O)c2ccc(F)cc2)cc1 (configuration not stated)	2%	19	8%	-16%	-9%	-3%	-9%	0.0%	-32%	3%	2%
CCn1c(=O)c2cc(C(=O)NCCN(C)C)sc2c2ccccc21	-8%	-2	-10%	9%	16%	-11%	-25%	3.8%	-27%	6%	18%
O=C(Nc1ccccc1)c1cccc(N2C(=O)C3C4C=CC(C4)C3C2=O)c1 (configuration not stated)	10%	6	17%	4%	-2%	1%	-10%	0.4%	-1%	2%	-2%
Cc1[nH][nH]c(=O)c1N=Nc1ccccc1	0%	7	-2%	9%	-6%	6%	19%	0.5%	58%	-2%	0%
CC(=O)Nc1cc([N+](=O)[O-])ccc1OCc1ccccc1	x	x	5%	x	-4%	-2%	11%	x	-9%	x	x
Cc1cc(NS(=O)(=O)c2ccc(NC(=O)CSc3nnc(-c4ccco4)n3Cc3ccco3)cc2)nc(C)n1	2%	-4	6%	1%	3%	-4%	6%	-0.1%	-1%	3%	0%
NCC(c1ccc(Cl)cc1Cl)c1c[nH]c2ccccc12 (configuration not stated)	1%	7	-1%	13%	17%	-4%	-75%[inhibitor]	-1.1%	-58%	-1%	-4%
COc1ccc(S(=O)(=O)N(C)C)cc1NC(=O)c1ccc2c(c1)NC(=O)C(C)S2 (configuration not stated)	-8%	-2	-17%	2%	-10%	6%	8%	-1.1%	-33%	1%	-1%
COc1ccccc1NC(=O)Nc1ccc(CC#N)cc1	6%	22	-3%	-24%	-3%	-1%	-19%	-0.2%	u	0%	u
COc1cc(/C=C/C(=O)Nc2nnc(CC(C)(C)C)s2)cc(OC)c1OC	2%	-4	6%	0%	42%[activator]	-4%	7%	-0.7%	-15%	1%	0%
O=C(O)C1C2C=CC(O2)C1C(=O)Nc1ccc(S(=O)(=O)Nc2ccccc2)cc1 (configuration not stated)	2%	-2	x	15%	5%	-6%	-4%	-0.9%	3%	0%	-1%
Cc1cccc(NC(=O)CN2C(=O)COc3ccc(Cl)cc32)c1C	-9%	x	-19%	12%	-2%	-1%	0%	0.1%	4%	2%	2%
CCOC(=O)N1CCN(S(=O)(=O)c2ccc(NC(C)=O)cc2)CC1	-7%	2	-2%	10%	3%	-6%	-7%	8.7%	-9%	-1%	-4%
CCn1cc(C(=O)NC(C)C23CC4CC(CC(C4)C2)C3)cn1 (configuration not stated)	-8%	12	-1%	-6%	2%	-1%	7%	0.1%	-4%	7%	1%
Cc1ccsc1/C=N/NC(=O)c1nnn(-c2nonc2N)c1-c1ccccc1	-4%	-2	1%	-9%	-4%	-15%	17%	0.3%	1%	-1%	-15%
COc1cccc(CN(CC(=O)NCc2ccccc2)C(=O)c2csnn2)c1	-3%	8	8%	8%	-1%	-1%	-4%	-0.8%	2%	0%	-7%
Cc1ccc(CN=c2c([N+](=O)[O-])nn(-c3ccc(Cl)cc3)n2O)cc1	8%	0	-23%	u	-11%	-3%	-19%	-0.3%	76%	0%	7%
Cc1ccn(CC(=O)N2CCCC(Nc3ccc(F)c(F)c3)C2)n1 (configuration not stated)	11%	u	2%	11%	x	1%	16%	0.4%	19%	0%	16%
CCOc1cc(/C=C2\C(=O)NN(c3ccccc3)C2=O)cc([N+](=O)[O-])c1O	-2%	1	5%	21%	-6%	-2%	-10%	0.2%	0%	-1%	18%
Cc1ccccc1NC(=O)c1csc2c1CCCC2	8%	1	x	-7%	3%	-8%	6%[7.66 µM]	-1.6%	41%	-4%	26µM*
COc1ccc(CCN(C)C2CCCN(S(=O)(=O)c3ccccc3F)C2)cc1OC (configuration not stated)	x	0	5%	3%	3%	-2%	-37%[inhibitor]	-0.6%	-18%	1%	-3%
COC(=O)c1cc2sc(Cl)cc2n1CC(=O)Nc1ccc(OC)c(OC)c1OC	2%	3	2%	-7%	-4%	-4%	18%	u	-42%	-1%	0%
CC1CCN(C(=O)CCc2nc3cc(S(=O)(=O)N(C)C)ccc3n2C)CC1	21%	-4	0%	11%	2%	-3%	22%[7.66 µM]	-0.4%	-31%	2%	-3%
Cc1cccc(S(=O)(=O)N/N=c2\sc3ccccc3n2C)c1	2%	-3	1%	6%	-2%	-1%	31%	-0.6%	-17%	1%	5%
CSc1ccccc1C(=O)OCC(=O)N1CCCCCC1	21%	x	5%	3%	0%	-2%	10%	-0.1%	84%	-2%	u
COc1ccc(NC(=O)CCNS(=O)(=O)c2ccc3c(c2)CC(C)N3C(=O)C2CC2)cc1 (configuration not stated)	-1%	-6	-5%	10%	1%	-5%	6%	-0.5%	-7%	0%	0%[9.26 µM]
CCOC(=O)c1cc(C(=O)n2cc(Cl)cn2)nn1C	-3%	0	4%	-4%	1%	-2%	28%	-2.2%	-6%	8%	0%
CC(CCc1ccccc1)N(C)CC(O)c1cccc([N+](=O)[O-])c1 (configuration not stated)	-7%	2	1%	8%	1%	-2%	-15%	0.3%	-17%	-2%	-2%
COc1cc(OC)c2c(-c3ccccc3)cc(=O)oc2c1C(CCN1CCOCC1)c1ccc(N(C)C)cc1 (configuration not stated)	-10%	x	u	-15%	-9%	-15%	-39%	-0.3%	-7%	-8%	-1%
Cc1ccsc1-c1nc(CSCC(=O)NCCN2CCCC2)c(C)o1	u	-2	7%	-17%	8%	-1%	0%	0.0%	0%[1.84 µM]	0%	2%
COc1ccc(CNC(=O)CCC(=O)Nc2nnc(CC(C)C)s2)cc1	3%	1	1%	10%	11%	-1%	18%	-0.7%	0%	1%	1%
Cc1ccc(C(=O)NCCOc2cccc3cccnc23)cc1Cl	2%	16	5%	-11%	-4%	1%	-6%	-0.1%	3%	2%	1%
CCOC(=O)C1=C(C)Nc2nc(C)nn2C1c1cc(OC)ccc1OC (configuration not stated)	0%	-4	-5%	6%	4%	0%	3%	-0.5%	-20%	-1%	-1%
COc1cc(OC)cc(C(=O)N[C@H](C(=O)OCC(=O)Nc2sccc2C#N)C(C)C)c1	1%	0	5%	4%	-8%	0%	-9%	0.1%	-8%	1%	4%
COc1ccc(-c2sc(NC(C)=O)nc2-c2ccccc2)cc1	-6%	14	-5%	-2%	-25%	-8%	-3%	0.5%	-41%	3%	0%
CCc1cc2c(N[C@@H](C)C(=O)O)ncnc2s1	-4%	-4	3%	-3%	3%	-2%	-8%	-1.6%	2%	3%	3%
COc1ccc(COC(=O)Nc2cc3c(C(F)(F)F)nn(C)c3s2)cc1	4%	0	2%	0%	-13%	-3%	14%	-0.4%	-11%	0%	-1%
Cc1ccccc1C(=O)NC(=S)N(Cc1ccccc1)c1ccccn1	29%	x	-18%	4%	-1%	-4%	-26%	-0.2%	30%	-1%	5%
O=C(CCS(=O)(=O)Cc1ccc(Cl)cc1)NCCc1ccccc1	10%	-6	0%	-6%	0%	-3%	-15%	-0.2%	0%	-1%	21%
COCCN(C(=O)CSc1nc(N)cc(=O)[nH]1)c1c(N)n(Cc2ccccc2)c(=O)[nH]c1=O	1%	-1	0%	-10%	22%	-4%	13%	-0.2%	6%	1%	2%
